# SENP7 inh = blocks the human protease SENP7; Q9BQF6; actives 1.5% (n = 330,000); AID 434973; recombinant SENP7, Z-RLRGG-aminoluciferin luminescence, 40 min; inhibition, % at 5 µM;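 active means inhibition above about 50% at the single test dose, limit read from the data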;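 further: plate controls were DMSO with enzyme for no effect and no enzyme buffer wells for full effect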
# SENP1 inh = blocks the human SENP1 SUMO protease catalytic domain | inhibition, % at 10 µM | actives 0.21% (n = 360,000) | recombinant SENP1 catalytic domain, CyPet-SUMO1-YPet FRET cleavage | Q9P0U3;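 active means inhibition at least 30% at 10 µM, raw YFP signal under a set limit, fluorescence ratio 0.5 to 1.5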;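 further: 0% = enzyme with DMSO and 100% = no enzyme wells; some results filed as inactive read as strong as hits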
# Target sequence (Q9P0U3 419-644 limits assumed): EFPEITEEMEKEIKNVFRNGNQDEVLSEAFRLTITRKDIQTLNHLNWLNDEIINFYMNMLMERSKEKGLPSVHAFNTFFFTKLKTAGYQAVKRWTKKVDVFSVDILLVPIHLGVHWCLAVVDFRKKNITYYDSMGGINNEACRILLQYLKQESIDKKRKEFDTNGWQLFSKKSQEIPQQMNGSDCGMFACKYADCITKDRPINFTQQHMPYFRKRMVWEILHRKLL
#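 Test system: human SENP1 catalytic domain; medium: Tris pH 8 buffer plus EDTA, NaCl, BME, BSA, NP40, catalase; incubation: 50 min reaction at room temperature; technique: FRET, CFP and YFP emission; controls: no-enzyme low control and enzyme-plus-DMSO high control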
# UBC13 polyUb = human UBC13 polyubiquitination inhibition; AID 485273; P61088; inhibition, % at 20 µM; UBC13 polyubiquitin chain formation, TR-FRET; actives 0.47% (n = 330,000); in the data active means inhibition above about 45%, passing the limit was not always enough; inconclusive means no clear call, values can overlap the other calls
# Target sequence (P61088 whole entry, looked up): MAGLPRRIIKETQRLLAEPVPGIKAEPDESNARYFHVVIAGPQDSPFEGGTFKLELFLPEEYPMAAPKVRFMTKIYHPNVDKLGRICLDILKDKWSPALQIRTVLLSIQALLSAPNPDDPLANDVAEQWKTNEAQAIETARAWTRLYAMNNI
# SENP8 block-1 = inhibitors of human SENP8 protease; Q96LD8; purified SENP8, Z-RLRGG-aminoluciferin cleavage, luminescence; inhibition, % at 10 µM; actives 1.2% (n = 330,000); AID 2540; in the data active means inhibition above about 50%
# SENP6 block = SENP6 protease inhibition. Q9GZR1. Recombinant SENP6 catalytic domain, aminoluciferin luminescence. inhibition, % at 10 µM. actives 1.8% (n = 330,000);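 active means inhibition above about 50% at the single tested dose, limit read from the data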;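 further: plate controls were DMSO wells with enzyme for no effect and DMSO wells lacking enzyme for full effect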
# Target sequence (Q9GZR1 628-1112 limits assumed): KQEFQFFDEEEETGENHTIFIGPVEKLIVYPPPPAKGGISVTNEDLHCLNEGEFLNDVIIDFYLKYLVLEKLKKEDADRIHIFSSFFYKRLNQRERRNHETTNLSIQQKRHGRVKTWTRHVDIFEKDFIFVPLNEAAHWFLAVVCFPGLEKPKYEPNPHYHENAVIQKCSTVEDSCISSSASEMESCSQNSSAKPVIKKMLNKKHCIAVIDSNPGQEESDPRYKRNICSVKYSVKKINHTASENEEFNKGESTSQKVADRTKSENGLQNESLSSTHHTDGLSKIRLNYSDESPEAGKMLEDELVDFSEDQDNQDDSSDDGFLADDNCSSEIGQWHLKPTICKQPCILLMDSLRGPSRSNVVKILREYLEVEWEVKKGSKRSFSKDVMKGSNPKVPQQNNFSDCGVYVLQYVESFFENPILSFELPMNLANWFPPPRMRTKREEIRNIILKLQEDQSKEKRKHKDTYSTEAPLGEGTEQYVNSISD
# Apaf-1 inh = inhibitors of human Apaf-1 apoptosome; inhibition, % at 20 µM; O14727; reconstituted apoptosome caspase-3 activity, DEVD-Rh110 fluorescence; AID 489030; actives 0.71% (n = 330,000); active means inhibition of at least 40% at 20 µM;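 further: plate controls were DMSO wells for no effect and DEVD-CHO caspase inhibitor wells for full effect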
#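 Material: biochemical Apaf-1 apoptosome reconstitution. Medium: Hepes buffer, pH 7.5. Also added: cytochrome c activation, bis-DEVD rhodamine 110 substrate. Timing: 30 min compound preincubation, 50 min activation, room temperature. Measured by: rhodamine 110 fluorescence at Ex 480/Em 540 nm.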
# SENP8 block-2 = SENP8 (human) protease inhibition; Q96LD8; recombinant SENP8, Nedd8 substrate fluorescence; inhibition, % at 20 µM; actives 0.64% (n = 360,000); AID 602440; in the data active means inhibition mostly above about 40%, no sharp cut-off; inactive means mostly below about 27%
# APOBEC3G inh = blocks human APOBEC3G single-stranded DNA deamination. recombinant A3G, ssDNA deamination FAM/TAMRA fluorescence. actives 0.28% (n = 330,000). Q9HC16. inhibition, % at 20 µM;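 active means inhibition of at least 40% at 20 µM, with no more than 30% in the related APOBEC3A deaminase screen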;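 further: plate controls were DMSO wells with A3G for no effect and wells lacking A3G enzyme for full effect; some compounds called inactive have numbers as strong as hits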
# An asterisk follows results filed as active; ? = inconclusive; · = not tested or not shown.
SMILES,SENP7 inh,SENP1 inh,UBC13 polyUb,SENP8 block-1,SENP6 block,Apaf-1 inh,SENP8 block-2,APOBEC3G inh
NC1=NC(=O)C(Cc2cccc(Cl)c2)S1 (configuration not stated),-2.7,1.8,12.1,-2.3,-5.8,-3.3,14.8,-1.7
Cc1cc(=O)oc2c3c(cc(OCC(=O)NC(Cc4ccc(Cl)cc4)C(=O)O)c12)OC(C)(C)CC3 (configuration not stated),-3.2,1.4,8.5,4.6,2.0,-0.5,-173.5,-3.6
O=S(=O)(NCc1ccccc1Cl)c1cccs1,-5.2,1.6,6.7,-1.3,-1.1,-3.0,4.2,-3.6
Cc1cc(C)c(OCC(=O)OCC(=O)N(C)C2CCS(=O)(=O)C2)c(C)c1 (configuration not stated),-4.2,3.7,-1.5,-7.8,-7.5,1.6,17.1,-11.6
C=CCNC(=S)NNC(=O)c1ccc2c(c1)OCO2,6.3,1.7,-4.3,6.0,4.6,-2.5,10.7,0.3
COc1cc(C(c2sc3nc(C)nn3c2O)N2CC(C)CC(C)C2)cc(OC)c1OC (configuration not stated),-4.9,-1.0,-1.2,10.8,-8.4,-7.7,14.7,-8.6
Oc1ccccc1C(Nc1nccs1)c1ccc2cccnc2c1O (configuration not stated),-12.0,3.4,7.2,-6.8,-9.7,-2.5,26.3,-6.3
Cc1ccc(S(=O)(=O)N/N=C\c2cn(-c3ccccc3)nc2-c2ccccc2)cc1,4.3,2.5,-10.8,-7.6,0.4,-2.8,-19.2,-0.6
Cc1ccc(C(=O)CSc2nnc(-c3c[nH]c4ccccc34)o2)cc1,2.7,1.5,3.4,0.5,-5.8,10.7,13.2,-4.5
c1nc2sc3c(c2c2nnnn12)CCC3,0.2,-8.2,7.8,3.3,1.7,0.5,-114.0,-5.2
COc1ccc(CC(=O)Nc2cccc(C(=O)Nc3cccc(C)c3)c2)cc1,4.0,·,-2.3,-4.3,-20.4,4.7,·,6.0
Cc1ccccc1-c1nnc2c3ccccc3c(C)nn12,2.7,2.7,13.9,-3.8,-9.7,0.2,-42.5,-3.0
CCCCSc1nc(C)c(CC(=O)O)c(=O)[nH]1,-1.8,-0.5,8.6,2.7,-12.7,-13.6,12.7,-8.9
C#CCOCCOCCOCCNc1nc(N2CCN(C(=O)C([C@@H](C)CC)n3cc(C(N)COC(=O)C(F)(F)F)nn3)CC2)nc(N2CCN(C(=O)C([C@@H](C)CC)n3cc(C(N)CC(C)C)nn3)CC2)n1 (some centres not stated),7.4,·,31.1,-6.6,-9.4,12.6,·,-7.7
O=C(c1oc(=O)c2ccccc2c1-c1ccccc1)N1CCOCC1,15.6,-0.3,2.6,-1.1,-3.6,-3.2,14.6,2.0
COc1ccc(C2Nc3ccccc3C(=O)N2NC(C)=O)c(OC)c1 (configuration not stated),5.9,-8.1,19.0,-0.8,3.5,-2.7,-292.0,-6.9
COC(CNC(=O)c1cn(C)c2ccc(S(=O)(=O)N(C)C3CCCCC3)cc2c1=O)OC,-5.3,1.4,-18.6,-4.8,-4.7,4.5,22.1,-6.0
Cc1ccc(C(=O)NC2CCS(=O)(=O)C2)cc1S(=O)(=O)N1CCCC1 (configuration not stated),2.7,1.1,5.5,2.2,6.0,-2.4,4.3,-2.1
Cc1ccc(-c2nnn(CC(=O)N(c3cnc4ccccc4c3)C(C(=O)NC3CCCC3)c3ccncc3)n2)o1 (configuration not stated),-3.6,-41.7,4.7,-6.6,23.3,15.4,-47.5,-3.3
CC(c1nnc(SCC(=O)NC(=O)NCc2ccco2)n1-c1ccc(Cl)cc1)N(C)C (configuration not stated),-3.9,-3.1,-3.6,6.6,-0.2,-12.8,0.0,0.6
S=C(Nc1ccc(CN2CCCCC2)cc1)Nc1cccc(Cl)c1Cl,0.4,1.2,14.0,-3.5,-6.3,25.2,8.5,-6.2
O=C1c2ccncc2C(=O)N1C1CCCCC1,1.1,5.5,1.0,5.6,11.8,0.0,6.8,-4.1
CN(C)C1=NCCN1CCC1CCCC1,-4.5,-0.9,1.5,5.6,-13.7,-1.1,12.2,-7.3
O=C(Nc1ncccc1O)c1ccc2ccccc2c1,31.9,2.4,-9.4,-5.0,12.4,0.4,1.7,-6.0
COc1cc(NC(=O)COC(=O)c2n[nH]c3ccccc23)c(C)cc1[N+](=O)[O-],1.7,1.5,0.0,-0.7,-1.7,-4.2,14.9,-8.7
Oc1c(C(c2ccccc2)N2CCN(Cc3ccccc3)CC2)sc2ncnn12 (configuration not stated),5.0,-2.1,-0.9,-3.1,0.4,1.4,17.8,-1.5
c1ccc(-c2cc(-c3nn4c(-c5ccco5)nnc4s3)c3ccccc3n2)cc1,-0.7,0.8,-1.0,2.8,9.0,18.8,-12.6,-4.7
N#CC1(NC(=O)CSc2nnc3n2CCCCC3)CCCCC1,-2.1,0.0,-4.4,-7.7,-6.6,8.2,4.8,-5.3
CN(C/C=C/C#CC(C)(C)C)Cc1cccc2ccccc12,-1.9,2.1,7.9,7.0,3.6,0.6,12.2,-8.9
Oc1ccc(-c2csc(Nc3cccc4ccccc34)n2)cc1O,11.6,2.0,-10.5,3.1,16.0,20.1,-174.4,1.2
O=C(N/C(=C/c1cccc([N+](=O)[O-])c1)C(=O)N1CCCCC1)c1cccs1,2.5,1.7,-14.7,5.1,-5.6,-5.7,31.3,-9.0
CCn1nc(C(=O)NCC2COc3ccccc3O2)c2ccccc2c1=O (configuration not stated),4.6,0.1,0.5,7.6,6.2,1.2,17.7,-1.4
CCN1C(=NCCc2ccccn2)N[C@@H](c2cccc(C(F)(F)F)c2)C(C(=O)OC)=C1C,1.1,-5.5,14.4,4.1,-4.6,-114.4,0.4,6.7
CCN(C(=O)COC(=O)c1cc(-c2ccc3cc(OC)ccc3c2)nc2ccccc12)C1CCS(=O)(=O)C1 (configuration not stated),92.4*,·,?,88.8*,93.7*,-2.9,·,-3.3
O=C(COC(=O)c1cccs1)Nc1ccccc1[N+](=O)[O-],-16.8,2.4,-9.4,-7.7,-24.4,-33.2,16.8,-2.6
C/C(Cl)=C\Cn1c(N2CCCCCC2)nc2c1c(=O)n(C)c(=O)n2C,-2.1,2.3,2.9,1.8,-9.7,11.4,8.5,12.6
CCOc1ccc(-n2c(SCC)nc3c(c2=O)SCC3)cc1,2.9,-0.5,-1.4,0.2,-2.0,17.5,1.6,3.5
CCCCCC(=O)c1ccc(O)cc1O,-11.6,0.7,21.6,-5.3,1.0,-19.2,2.2,-9.1
Cc1nn(CC(=O)NCc2ccccc2)c(=O)c2cccn12,11.2,1.1,1.1,-0.8,15.9,1.3,1.0,0.9
COc1ccccc1NCCC(=O)OCC(=O)NC1CC1,1.1,0.4,-1.0,-0.5,-9.2,-7.4,17.6,-2.8

# Record cards, as listed above:
# Profile of Cc1ccc(S(=O)(=O)N/N=C\c2cn(-c3ccccc3)nc2-c2ccccc2)cc1 → SENP7 inh = 4.3; SENP1 inh = 2.5; UBC13 polyUb = -10.8; SENP8 block-1 = -7.6; SENP6 block = 0.4; Apaf-1 inh = -2.8; SENP8 block-2 = -19.2; APOBEC3G inh = -0.6
# Profile of Cc1ccc(C(=O)CSc2nnc(-c3c[nH]c4ccccc34)o2)cc1 → SENP7 inh = 2.7; SENP1 inh = 1.5; UBC13 polyUb = 3.4; SENP8 block-1 = 0.5; SENP6 block = -5.8; Apaf-1 inh = 10.7; SENP8 block-2 = 13.2; APOBEC3G inh = -4.5

# More structures:
SMILES,SENP7 inh,SENP1 inh,UBC13 polyUb,SENP8 block-1,SENP6 block,Apaf-1 inh,SENP8 block-2,APOBEC3G inh
Cc1nc(N)nc(N)c1CCCc1ccc(Cl)c(Cl)c1,4.7,-19.6,28.6,-8.5,-5.7,10.1,-15.9,-4.3
Cn1c(CC(=O)Nc2ccccc2)nnc1SCCOc1ccccc1,13.8,0.9,-0.1,-9.5,-11.9,-1.6,33.4,-6.8
CCN(CC)C(=O)c1sc2nc(Cc3ccccc3)[nH]c(=O)c2c1C,4.5,-1.4,3.1,1.7,-4.9,-0.6,-108.7,-9.6
Cc1ccc(S(=O)(=O)N2CCOCC2)cc1NC(=O)CSc1nc2ccccc2c(=O)n1Cc1ccccc1,2.0,-0.4,-3.3,-3.3,-7.4,11.1,4.4,-9.8
COc1cccc(NC(=O)CSc2ccccn2)c1,-11.1,5.1,-5.7,-9.8,-15.9,-4.8,33.8,-2.9
C[C@]12c3[nH]c4cc(-c5ccco5)ccc4c3CCN1C(=O)[C@@H](CC(=O)NCCN1CCOCC1)C[C@@H]2C(=O)N1CCOCC1,-6.0,-2.3,·,·,·,10.2,-370.5,1.2
CC1(C)CC(=O)C(C=Nc2cccnc2/N=C/C2=C(O)CC(C)(C)CC2=O)=C(O)C1,8.0,-59.9,-21.5,4.3,1.2,3.9,-152.5,-0.2
O=C(Nc1cc(Cl)cc(Cl)c1)C(NCCO)c1ccccc1 (configuration not stated),-1.7,1.2,14.1,-2.0,4.3,-6.5,5.0,-1.4
COc1ccc(-c2nc(SCC(=O)N(CC(C)C)c3c(N)n(Cc4ccccc4)c(=O)[nH]c3=O)n[nH]2)cc1,15.4,-1.7,-5.1,-7.4,-5.6,-4.1,17.3,-9.0
CSCCC(NC(=O)COc1ccccc1)C(=O)NC1CCC(C)CC1 (configuration not stated),5.3,1.4,3.0,6.0,-11.1,8.9,22.8,-1.9
COC(=O)Nc1ccc(S(=O)(=O)N2CCC(C(=O)NCc3ccc4c(c3)OCO4)CC2)cc1,-1.7,3.5,4.4,5.1,-2.3,-8.9,6.0,-4.2
COc1ccc(/C=N/c2nc3ccccc3n2CCN2CCCCC2)cc1OC,3.9,1.5,4.5,3.5,-6.7,1.2,-8.1,-0.2
CCN(C(=O)COC(=O)c1cccn1C)C1CCS(=O)(=O)C1 (configuration not stated),0.5,1.3,2.4,5.2,8.1,-4.5,5.1,-5.0
Cc1nonc1CC(=O)NC1CCCc2c1cnn2-c1ccc(F)cc1F (configuration not stated),-2.0,-0.2,-0.2,-5.2,-8.1,-8.3,7.4,-3.9
O=C1C(C=NCC2CCCO2)=C(O)c2ccccc21 (configuration not stated),14.8,1.9,-2.0,-8.6,-3.0,11.4,7.0,-0.3
Cc1cc(NC(=O)/C=C/c2ccccc2)c(C(C)C)cc1O,14.4,2.4,-2.7,1.4,-14.1,-4.4,23.3,-6.8
COc1ccc(OC)c(-n2c(SCC(C)=O)nnc2-c2cccc(S(=O)(=O)N(C)C)c2)c1,3.4,1.1,0.4,-3.8,-4.1,6.9,3.5,-2.1
CC(=O)c1sc2nc(-c3ccccc3)cc(C)c2c1N,0.2,-72.6,1.9,0.5,16.4,-2.8,3.6,-1.8
CCOC(=O)c1cnc(SC2CC(=O)N(c3cccc(OC)c3)C2=O)nc1N (configuration not stated),-1.0,0.3,-16.1,-7.6,-5.3,-2.9,30.1,-4.0
Cc1cccc(N2CCN(C(=O)c3ccccc3NC(=O)C3CC=CCC3C(=O)O)CC2)c1 (configuration not stated),-0.4,-0.3,-20.0,-13.8,-19.0,14.0,2.0,-1.9
Cc1ccc(C(=O)O)cc1NC(=S)NC(=O)Cc1ccccc1,2.6,1.3,6.2,2.3,6.1,-9.8,15.4,-5.3

# 3 compounds out of the list above, ordered by their value in SENP6 block, lowest first:
smiles | SENP6 block
C/C(Cl)=C\Cn1c(N2CCCCCC2)nc2c1c(=O)n(C)c(=O)n2C | -9.7
COc1ccc(C2Nc3ccccc3C(=O)N2NC(C)=O)c(OC)c1 (configuration not stated) | 3.5
Cc1ccc(C(=O)NC2CCS(=O)(=O)C2)cc1S(=O)(=O)N1CCCC1 (configuration not stated) | 6.0
